# High-throughput results (PubChem BioAssay)
# Hep lipid drop: inhibitors of hepatocyte lipid droplet formation, primary screen, imaging, high-throughput imaging, BODIPY stain | inhibition, % at 6.5 µM | 0.4% of 240,000 active | AML12 mouse hepatocytes, oleate lipid droplets;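 active means lipid droplet intensity inhibited by at least 50%, with more than 500 cells counted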
#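 Assay system: AML12 hepatocytes (mouse) / Also added: 100 µM oleic acid challenge / Times: overnight treatment with compound plus oleate / Detection: high-content imaging of BODIPY-stained droplets and DAPI nuclei / Evaluation: % inhibition of lipid droplet signal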
# XIAP displacement: XIAP antagonists, biochemical, IAP family, fluorescence polarization (AID 1018) | E3 ubiquitin-protein ligase XIAP (Homo sapiens) | XIAP BIR domain, fluorescence polarization peptide displacement; higher % means a stronger effect | one-dose displacement, % at 20 µM; IC50 in µM for titrated hits | 0.007% of 200,000 active; in the data active means displacement above about 50%; further: a part of the inactive calls stands beside numbers as strong as those of hits
# WT yeast gro inh: growth inhibition of WT strain, primary screen, mitochondrial fusion inhibitor project, WT and mutant strains, chemical genetic. mitochondrial fusion phenotypic screen. inhibition, % at 10 µM. 2.1% of 190,000 active; in the data active means inhibition above about 58%; tested in S. cerevisiae
# MT stabilize HCS: microtubule stabilizers in HeLa cells, primary screen, imaging, high-content imaging | HeLa tubulin immunostaining HCS, 24 h; share of cells brighter than vehicle mean+2SD | % tubulin-high responders, % at 10 µM | 0.83% of 200,000 active | AID 2205, 2009;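 active means plate Z-score above 3 for both tubulin-high and condensed-nucleus cell shares, with cell loss under 80%, at 10 µM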;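 further: anti alpha tubulin signal scored within the nucleus-defined area of each cell; some results filed as inactive read as strong as hits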
# bCat nuc transl: modulators of beta-catenin nuclear translocation, primary screen, imaging, HeLa cells, immunofluorescence, high-content. nuclear translocation activity, % at 5 µM. 0.3% of 190,000 active;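 active means nuclear translocation activity above 50% at 5 µM, with a well cell count of 50 or more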;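 further: per-cell ratio of nuclear to cytoplasmic median beta-catenin stain intensity; plate controls were DMSO negative control for no effect and GSK-3 inhibitor IX positive control for full effect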
#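 System: Human HeLa cells, endogenous beta-catenin | Compound dosing: 5 µM primary, 0.02–20 µM confirmation | Timing: 24 h compound exposure at 37°C, 5% CO2 | Measured by: Fluorescence imaging of beta-catenin antibody stain plus DAPI | Read-out basis: % activation of per-cell nuclear versus cytoplasmic median beta-catenin signal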
# Dynein cargo inh: inhibitors of GR-EGFP nuclear translocation, primary screen, dynein cargo transport inhibitor project, imaging, high-content, 3617.4 mouse cells. test concentration mostly 20 µM; stimulated with dexamethasone, 1 µM; hits give low values. z-score, hits read low. 0.47% of 220,000 active. AID 1381, 2008;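 active means plate z-score of nuclear minus cytoplasmic receptor signal below a set negative limit, without overly bright fluorescence or cell loss, cut at about -3.5 in these data, passing the limit was not always enough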;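 further: z-score of nuclear minus cytoplasmic ring GR-EGFP intensity difference per well; some compounds called inactive have numbers as strong as hits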
#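 Also added – dexamethasone, 1.0 µM final · Buffer or medium – tet-free, stripped-serum medium · Schedule – induction 48 h, compound 1 h, agonist 30 min · Detection – formaldehyde fixation, Hoechst nuclear stain, 10x automated fluorescence imaging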
# ER stress rescue: rescue of cells from ER stress-induced death, primary screen, 384-well, CSM14.1, thapsigargin, ATP luminescence (AID 1222) | CSM14.1 thapsigargin-induced death rescue, ATP luminescence; higher % means a stronger effect | one-dose cellular ATP content (survival), % at 20 µM; EC50 in µM for titrated hits | 190,000 tested, under 10 active;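 active means EC50 below 50 µM in the dose-response confirmation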;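 further: death triggered by thapsigargin at about 15 µM added after 2 h compound pretreatment; cell ATP read after overnight thapsigargin exposure of roughly 18 to 22 hours; normalized against plate controls of thapsigargin alone and 5% DMSO vehicle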
# Insulin prom up: insulin promoter activators in MIN6 cells, imaging, high-content screening, mouse beta cells. MIN6 insulin promoter-GFP reporter; hits give high values. z-score at 5 µM. 0.3% of 190,000 active;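 active means z-score above 3 at 5 µM with at least 500 cells counted in the well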
# Autophagy mod: autophagy modulators in MEF cells, primary screen, imaging, high-content, MEF GFP-LC3 | MEF GFP-LC3 puncta imaging; test concentration mostly 10 µM | calls only at 10 µM (by protocol) | 0.98% of 190,000 active | AID 463193, 2010;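 active means percentage of spot-positive cells more than 3 SD above its plate mean, without a fluorescence outlier flag or 80% toxicity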;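 further: spot-positive cell cutoff set from DMSO-treated cells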
# WT yeast gro inh mutant strain: also measured in WT yeast gro inh; calls as there; inhibition, %; mitochondrial fusion phenotypic screen, mutant strain inhibition
# Dynein cargo inh cytoplasmic EGFP: recorded beside Dynein cargo inh, whose call it bears; z-score; measured here: cytoplasmic GR-EGFP intensity; hits give high values
# Dynein cargo inh nuclear GR-EGFP: also measured in Dynein cargo inh; calls as there; z-score; measured here: nuclear GR-EGFP intensity;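 lower value marks the stronger effect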
# Dynein cargo inh cell count: further read-out of Dynein cargo inh, marked with its call; z-score; measured here: cell count per field
# Insulin prom up cell count: further read-out of Insulin prom up, marked with its call; cell count; measured here: cytotoxicity, nuclei count;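 total cells summed across four imaged fields per well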
# Hep lipid drop cells 6.5 µM: further read-out of Hep lipid drop, marked with its call; cell count; measured here: cell count, cytotoxicity flag;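 cells counted across two imaged fields per well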
# bCat nuc transl cell count 5 µM: second read-out of bCat nuc transl, no call of its own (marks repeat the call); cell count; measured here: cell count, cytotoxicity flag
# MT stabilize HCS Hoechst-high %: further read-out of MT stabilize HCS, marked with its call; % Hoechst-high responders; measured here: nuclear condensation Hoechst responders;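 share of cells brighter than vehicle mean plus two SD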
# MT stabilize HCS cytotoxicity %: recorded beside MT stabilize HCS, whose call it bears; toxicity, %; measured here: cytotoxicity by cell density;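 0% = mean cell density of plate MIN control wells and 100% = no cells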
# Autophagy mod cell loss 18 h: further read-out of Autophagy mod, marked with its call; toxicity, %; measured here: cell loss, nuclei count;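 cell loss after 18 h compound exposure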
# An asterisk follows results filed as active; i = inactive; nt = not tested or not shown.
SMILES,Hep lipid drop,Hep lipid drop cells 6.5 µM,XIAP displacement,WT yeast gro inh,WT yeast gro inh mutant strain,MT stabilize HCS,MT stabilize HCS Hoechst-high %,MT stabilize HCS cytotoxicity %,bCat nuc transl,bCat nuc transl cell count 5 µM,Dynein cargo inh,Dynein cargo inh cytoplasmic EGFP,Dynein cargo inh nuclear GR-EGFP,Dynein cargo inh cell count,ER stress rescue,Insulin prom up,Insulin prom up cell count,Autophagy mod,Autophagy mod cell loss 18 h
Cc1ccc(-c2nc(N/N=C/c3ccccc3[N+](=O)[O-])c3ccccc3n2)cc1,nt,nt,-1.4%,18,34,1.3,1.1,8.0,1.2,1321,-0.64,-0.18,-0.71,0.27,-7.5%,-0.26,1534,i,-2
O=C(O)C1OC2OC3(CCCCC3)OC2C2OC3(CCCCC3)OC12 (stereo not drawn),2,614,-5.2%,-5,8,3.4,3.4,3.3,0.2,1132,0.18,-0.25,0.18,0.5,0.4%,-0.35,1499,i,-10
Cc1ccc(S(=O)(=O)NNC(=O)c2cccnc2)cc1,-11,653,-5.9%,-62,-19,3.6,2.5,8.7,-0.7,1145,0.51,-0.18,0.19,0.62,-1.1%,0.02,1153,i,5
Cc1cc(NC(=O)CSc2nnc(COc3ccccc3)o2)no1,nt,nt,-1.5%,-5,-10,3.4,3.0,8.1,-8.7,1065,0.45,-0.23,0.2,0.74,1.0%,0.33,1493,i,-3
COc1ccccc1C(O)(C(=O)NN(C(=O)c1ccccc1)c1ccccc1C)c1cccs1 (stereo not drawn),nt,nt,-2.8%,0,-15,1.5,1.7,5.8,-3.9,1011,0.33,-0.1,0.54,0.25,-0.1%,-0.62,1563,i,6
CCC(C)(C)C1CCc2c(sc(N)c2C(N)=O)C1 (stereo not drawn),15,637,1.8%,5,8,4.1,3.6,8.4,0.2,1015,-1.1,-0.28,-0.9,0.83,-2.1%,nt,nt,i,0
COc1cccc(Oc2cn[nH]c2-c2ccc(OC)cc2O)c1,nt,nt,-2.5%,26,35,11,4.3,13,1.4,933,-0.26,-0.24,-0.74,0.1,-2.4%,nt,nt,i,5
CC(=O)Nc1cccc(C(=O)NCC2(N3CCCCC3)CCCCC2)c1,-2,732,-0.6%,-10,4,1.8,2.2,4.5,-1.3,1138,0.2,-0.26,0.96,-1.5,0.5%,-0.37,1234,i,8
Cc1cc(C)cc(NC(=S)N2CCN(c3ncc(C(F)(F)F)cc3Cl)CC2)c1,-3,704,nt,nt,nt,nt,nt,nt,-0.9,1120,-1,-0.28,-0.7,1.5,nt,0.44,1254,nt,nt
COc1ccc(OC)c(NC(=O)NCCc2cccc(Cl)c2)c1,-11,655,-4.7%,-1,-7,1.4,0.8,1.2,-0.3,1043,0.45,-0.22,0.24,-0.12,-1.4%,0.19,1533,i,-27
CCCCOc1cccc(-c2nnc(NC(=O)CSc3ccc(C)cc3)s2)c1,2,621,-3.2%,-16,4,3.7,3.7,6.4,0.6,977,-0.12,-0.25,-0.29,0.61,-2.4%,0.4,1372,i,5
CCOC(=O)/C(=N/Nc1ccccc1)N1CCCc2ccccc21,0,588,-1.6%,1,-30,2.0,2.8,8.8,-0.4,891,0.18,-0.24,0.58,-0.65,-3.6%,nt,nt,i,5

# Filtered by structure: the compounds so far with a Cl atom (2)
SMILES,Hep lipid drop,Hep lipid drop cells 6.5 µM,XIAP displacement,WT yeast gro inh,WT yeast gro inh mutant strain,MT stabilize HCS,MT stabilize HCS Hoechst-high %,MT stabilize HCS cytotoxicity %,bCat nuc transl,bCat nuc transl cell count 5 µM,Dynein cargo inh,Dynein cargo inh cytoplasmic EGFP,Dynein cargo inh nuclear GR-EGFP,Dynein cargo inh cell count,ER stress rescue,Insulin prom up,Insulin prom up cell count,Autophagy mod,Autophagy mod cell loss 18 h
Cc1cc(C)cc(NC(=S)N2CCN(c3ncc(C(F)(F)F)cc3Cl)CC2)c1,-3,704,nt,nt,nt,nt,nt,nt,-0.9,1120,-1,-0.28,-0.7,1.5,nt,0.44,1254,nt,nt
COc1ccc(OC)c(NC(=O)NCCc2cccc(Cl)c2)c1,-11,655,-4.7%,-1,-7,1.4,0.8,1.2,-0.3,1043,0.45,-0.22,0.24,-0.12,-1.4%,0.19,1533,i,-27

# The list continues.
SMILES,Hep lipid drop,Hep lipid drop cells 6.5 µM,XIAP displacement,WT yeast gro inh,WT yeast gro inh mutant strain,MT stabilize HCS,MT stabilize HCS Hoechst-high %,MT stabilize HCS cytotoxicity %,bCat nuc transl,bCat nuc transl cell count 5 µM,Dynein cargo inh,Dynein cargo inh cytoplasmic EGFP,Dynein cargo inh nuclear GR-EGFP,Dynein cargo inh cell count,ER stress rescue,Insulin prom up,Insulin prom up cell count,Autophagy mod,Autophagy mod cell loss 18 h
COc1ccc(C(C)=O)cc1COc1nc(C)nc2ccccc12,2,704,-8.0%,0,16,15*,23*,34*,-1.7,1071,0.5,-0.35,0.65,-0.17,0.3%,-0.2,1329,i,-7
C/C(=N\NC(=O)OC(C)(C)C)c1cccc([N+](=O)[O-])c1,-4,665,-7.4%,-3,7,7.8,3.0,7.8,0.2,1152,-0.8,-0.24,-0.62,0.2,1.8%,0.01,1433,i,8
Cc1cccc(NC(=S)NC(=O)CCc2ccccc2)c1C,8,767,-2.9%,35,35,1.6,1.1,6.9,nt,nt,1.9,-0.0005,1.6,-1.7,-0.3%,nt,nt,i,-8
CC(=O)c1cc(CC=C(C)C)c(O)c(CC=C(C)C)c1O,nt,nt,-0.5%,-3,-10,2.4,1.7,4.0,-0.1,1393,-0.13,-0.23,0.47,0.71,-2.2%,-0.26,1656,i,-23
CCOC(=O)c1c(C)oc2ccc(O)c(CN3CCCCC3)c12,-10,666,-1.6%,8,4,2.3,1.8,10,0.7,964,-1,-0.21,-0.31,0.77,-4.0%,-1.1,1724,i,5
CC1(c2ccc(OC(F)F)cc2)NC(=O)N(CC(=O)Nc2ccc(S(N)(=O)=O)cc2)C1=O (stereo not drawn),7,711,-4.8%,-10,-16,2.0,3.0,9.0,-3.1,1128,-0.051,-0.19,-0.02,-0.43,-0.7%,0.5,1345,i,-2
CCOC(=O)Cn1nc(C)c(NC(=O)c2ccc([N+](=O)[O-])c(C)c2)c1C,-10,677,-6.0%,7,1,3.5,1.9,1.3,-0.5,1027,-0.43,-0.29,-0.079,-0.14,-0.5%,-0.92,1239,i,3
COc1ccccc1-c1nnc(SCC(=O)O)n1-c1ccc(C)cc1,1,687,-4.1%,-1,17,2.3,1.8,6.3,0.1,1559,-1.3,-0.23,-0.95,1.2,-0.6%,-0.54,1609,i,-8
Cc1cccc2nc(CSc3ncccc3C(=O)O)cn12,16,646,-11%,14,4,1.5,1.3,4.2,-1.0,1114,2,-0.48,2.7,-0.75,-1.6%,-0.37,1309,i,-7
COCCN1C(=O)C(=O)/C(=C(/O)c2ccc(S(=O)(=O)N3CCOCC3)cc2)C1c1ccc(C(C)C)cc1 (stereo not drawn),nt,nt,-19%,12,-5,3.1,1.8,0.4,0.1,1423,0.99,-0.2,0.25,-0.85,0.9%,-0.6,1284,i,-27
Cc1ccc(NC(=O)CC2S/C(=N/N=C/C=C/c3ccccc3)NC2=O)cc1Cl (stereo not drawn),-29,522,89%,11,3,2.2,1.4,4.0,nt,nt,-0.9,-0.21,-0.4,-0.082,-0.3%,0.07,1404,i,2
CC1CN(Cc2nc3c(c(=O)n(C)c(=O)n3C)n2CC(=O)c2ccccc2)CC(C)O1 (stereo not drawn),-19,671,-10%,-2,2,2.1,1.2,4.6,1.6,957,-0.076,-0.13,-0.032,-0.84,-1.7%,-0.38,1189,i,-2
CC1CCCCN1C(=O)COc1ccc(NC(=O)c2ccco2)cc1 (stereo not drawn),nt,nt,-2.3%,4,0,2.1,1.9,7.0,-6.7,940,-0.24,-0.24,0.042,0.51,-1.0%,-0.44,1128,i,-11
C=CCNc1nnc(Sc2ncccc2[N+](=O)[O-])s1,1,648,-5.6%,4,4,9.6,1.3,1.4,6.2,1040,0.58,-0.21,-0.059,0.27,-2.0%,-0.86,1106,i,-1
COC(=O)C1=C(C)NC2=C(C(=O)CC(C)(C)C2)C1c1ccccn1 (stereo not drawn),-4,726,-4.6%,-10,-8,2.8,1.4,7.6,1.9,968,-1.1,-0.23,-0.51,-0.23,5.9%,0.21,1129,i,-4
O=C(NC1CCCCCC1)c1c(O)c2cccc3c2n(c1=O)CCC3,-5,772,-2.8%,nt,nt,nt,nt,nt,0.0,1289,nt,nt,nt,nt,-2.7%,-0.13,1285,nt,nt
CN(C)CCNC(=O)c1ccc(-c2nn(C)c(=O)c3ccccc23)cc1,-6,740,-4.4%,7,9,1.3,1.0,7.5,nt,nt,-0.43,0.041,-0.14,0.72,-0.8%,0.32,830,i,-1
O=[N+]([O-])c1cc(-n2cnnn2)ccc1N1CCC(Cc2ccccc2)CC1,nt,nt,-1.7%,52,59,1.2,1.3,10,-0.7,1351,-0.44,-0.13,-0.31,-0.0098,3.4%,-0.57,1519,i,8
Cc1ccc(N(CC(=O)Nc2cccc(C)c2)S(=O)(=O)c2cccc3nonc23)cc1,nt,nt,-2.1%,25,3,3.0,1.4,4.6,2.3,1433,0.04,-0.19,0.19,0.011,-1.2%,-1,1090,i,-3
COc1ccc2nc(N3CCC(O)CC3)c(C#N)cc2c1,nt,nt,-0.2%,-16,3,1.8,2.5,6.6,-4.0,737,-0.75,-0.22,-0.5,0.87,-0.2%,1.7,1220,i,-1
